HT1080-NT tox – kills 2HG-producing HT-1080-NT fibrosarcoma cells; actives 1.6% (n = 360,000); HT-1080-NT fibrosarcoma viability, CellTiter-Glo ATP luminescence, 48 h; AID 686970; Potency, µM (doses to about 46.1 µM), without a hit: at the highest dose activity, negative = less viability, actives largely listed as cytotoxic;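 further: NT is the 2HG producing partner of a matched IDH1 knockdown line; potency means the concentration at half of the fitted maximal effect; 0% = DMSO-treated cells and -100% = media-only wells without cells; nearly all actives have a fitted effect of over 55% in size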
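Fibrosarcoma NT cells, 750 per well in 5% FBS RPMI, were exposed to compound for 48 hours. Viability: CellTiter-Glo luminescence.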
IL-1B inflam inh – inhibitors of inflammasome signaling (IL-1 beta secretion); activity change, % at 57.5 µM; THP-1 LPS/ATP IL-1B secretion, AlphaLISA, 16 h; hits give low values; actives 4.7% (n = 360,000); AID 743279; in the data active means activity change below about -50%; inconclusive means mostly about -30% to -49%; further: on the % scale 0 is the no-effect control and ±100 the full control effect
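THP-1 cells pretreated 1 hr with compounds (up to 57.5 uM final), then stimulated with LPS (250 ng/mL final) plus ATP (1.25 mM final); secreted IL-1B measured by AlphaLISA after 16 hr, decreased signal indicating inhibition.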
SW480 rerep – DNA re-replication induction in SW480 cells. SW480 DNA re-replication, Hoechst DNA content imaging, 48 h. actives 1.8% (n = 340,000). Potency, µM (highest dose often 46.1 µM), for inactives: at the top dose re-replication activation, most hits filed as activators; further: potency means the concentration at half of the fitted maximal effect; % of control where 0% means no effect; nearly all actives have a fitted effect of over 55% in size
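First, 250 cells per well were seeded. Next, compound or vehicle (23 nL) was pinned in, plates sat 48 hr at 37 C. Finally Hoechst was added for 40 min before fluorescence scanning.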
MCF10A rerep – DNA re-replication induction in MCF 10a cells | MCF 10A DNA re-replication, Hoechst nuclear intensity, 48 h | Potency, µM (top dose mostly 46.1 µM), without a hit: at the top dose activity, positive = re-replication, hits mostly activators | actives 2.9% (n = 350,000); further: potency means the concentration at half of the fitted maximal effect; % of control where 0% means no effect; nearly all actives have a fitted effect of over 50% in size
WRN inhibitor – WRN helicase (human) inhibition; Q14191; actives 0.46% (n = 360,000); Potency, µM (top dose mostly 114 µM), for inactives: at the top dose activity change, negative = inhibition, usual class: inhibitors; WRN helicase unwinding, fluorescent forked duplex, kinetic; further: potency means the concentration at half of the fitted maximal effect; on the % scale 0 is the no-effect control and ±100 the full control effect; nearly all actives have a fitted effect of over 55% in size
Target sequence (Q14191 whole entry, looked up): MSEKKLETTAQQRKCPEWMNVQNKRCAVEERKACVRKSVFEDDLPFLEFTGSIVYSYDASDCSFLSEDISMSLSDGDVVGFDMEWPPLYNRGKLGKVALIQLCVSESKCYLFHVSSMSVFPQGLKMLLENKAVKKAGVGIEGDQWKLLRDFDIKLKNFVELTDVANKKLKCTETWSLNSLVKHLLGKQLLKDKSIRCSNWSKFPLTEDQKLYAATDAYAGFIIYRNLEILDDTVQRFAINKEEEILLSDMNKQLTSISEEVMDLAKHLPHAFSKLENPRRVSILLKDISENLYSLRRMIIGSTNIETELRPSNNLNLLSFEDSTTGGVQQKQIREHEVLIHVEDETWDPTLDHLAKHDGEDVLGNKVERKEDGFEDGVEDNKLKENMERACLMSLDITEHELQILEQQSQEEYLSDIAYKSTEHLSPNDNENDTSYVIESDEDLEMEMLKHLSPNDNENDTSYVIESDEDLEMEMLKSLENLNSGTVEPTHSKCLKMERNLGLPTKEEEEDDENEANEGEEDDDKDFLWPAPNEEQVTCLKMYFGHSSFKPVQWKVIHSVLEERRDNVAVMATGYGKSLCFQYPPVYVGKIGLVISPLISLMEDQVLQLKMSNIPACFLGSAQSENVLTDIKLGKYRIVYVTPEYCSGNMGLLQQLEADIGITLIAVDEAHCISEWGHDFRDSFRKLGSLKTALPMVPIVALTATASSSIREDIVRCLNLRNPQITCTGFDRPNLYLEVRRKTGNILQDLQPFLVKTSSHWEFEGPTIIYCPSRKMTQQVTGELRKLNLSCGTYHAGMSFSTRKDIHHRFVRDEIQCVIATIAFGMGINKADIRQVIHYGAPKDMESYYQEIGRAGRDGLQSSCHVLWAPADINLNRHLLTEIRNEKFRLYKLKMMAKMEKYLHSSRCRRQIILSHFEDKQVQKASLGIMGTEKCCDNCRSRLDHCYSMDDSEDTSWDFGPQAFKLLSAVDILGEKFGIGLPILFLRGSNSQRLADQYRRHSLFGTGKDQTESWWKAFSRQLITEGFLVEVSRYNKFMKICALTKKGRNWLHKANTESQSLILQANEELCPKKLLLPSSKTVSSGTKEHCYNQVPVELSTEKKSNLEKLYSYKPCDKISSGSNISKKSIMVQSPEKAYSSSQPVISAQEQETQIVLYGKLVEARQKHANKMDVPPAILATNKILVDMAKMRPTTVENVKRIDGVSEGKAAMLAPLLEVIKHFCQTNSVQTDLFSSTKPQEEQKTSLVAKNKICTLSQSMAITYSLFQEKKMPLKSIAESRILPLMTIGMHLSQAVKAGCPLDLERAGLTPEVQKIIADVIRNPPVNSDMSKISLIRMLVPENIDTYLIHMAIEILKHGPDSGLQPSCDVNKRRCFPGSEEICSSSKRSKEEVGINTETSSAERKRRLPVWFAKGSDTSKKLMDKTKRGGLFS
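WRN at 20 nM final preincubated with compound 15 min at room temperature; reaction started with 100 nM fluorophore/quencher forked duplex oligonucleotide and 2 mM ATP final. Unwinding followed kinetically by red fluorescence (ex 525, em 598 nm).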
ATXN2 expr inh – inhibitors of ATXN2 expression; HEK-293 ATXN2-luciferase reporter, luminescence, 24 h; Potency, µM (series often up to 57 µM), for inactives: at the top dose activity change, negative = inhibition, actives largely listed as inhibitors; actives 0.72% (n = 360,000); further: potency means the concentration at half of the fitted maximal effect; on the % scale 0 is the no-effect control and ±100 the full control effect; nearly all actives have a fitted effect of over 55% in size
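ATXN2-luciferase reporter cells (luciferase flanked by upstream and downstream ATXN2 gene portions) were treated 24 h at 37 °C with compounds at up to 57 uM. SteadyGlo luminescence gave expression; GF-AFC fluorescence gave viability.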
KB-3-1 tox – KB-3-1 parental cell cytotoxicity; KB-3-1 viability, CellTiter-Glo ATP luminescence, 72 h; Potency, µM (highest dose often 46.1 µM), for the others: at the highest dose activity change, negative = cytotoxic, most hits filed as cytotoxic; actives 1.4% (n = 400,000); further: potency means the concentration at half of the fitted maximal effect; on the % scale 0 is the no-effect control and ±100 the full control effect; nearly all actives have a fitted effect of over 60% in size
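Parental KB-3-1 adenocarcinoma cells in phenol-red-free DMEM with 10% FBS were pin-treated with compounds at several concentrations, incubated 72 h at 37 °C, and viability read by CellTiter-Glo luminescence; concentration-effect curves were fitted after normalization.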
KB-V1 MDR tox – KB-V1 MDR subline cytotoxicity | actives 3.4% (n = 400,000) | KB-V1 MDR cells viability, CellTiter-Glo, 72 h | Potency, µM (highest dose often 46.1 µM), for the others: top-dose activity change, negative = cytotoxicity, usual class: cytotoxic | AID 1347076; further: potency means the concentration at half of the fitted maximal effect; on the % scale 0 is the no-effect control and ±100 the full control effect; nearly all actives have a fitted effect of over 60% in size
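Cells of the MDR subline KB-V1 are plated, dosed with compound at multiple concentrations, and incubated 72 h at 37 degrees C; CellTiter-Glo is then added and luminescence read after 10 min.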
HT1080 IDH1KD tx – HT-1080 IDH1 knockdown cell toxicity (counter line). HT-1080 IDH1 knockdown viability, ATP luminescence, 48 h. Potency, µM (doses to about 46.1 µM), for inactives: at the highest dose activity, negative = toxicity, usual class: cytotoxic. actives 2% (n = 360,000). AID 686971;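 further: potency means the concentration at half of the fitted maximal effect; 0% = DMSO wells and -100% = cell-free medium wells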
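In this qHTS, HT-1080 cells depleted of IDH1 are exposed for 48 h at 37 °C to compound titrations. Toxicity is scored from CellTiter-Glo luminescence, with DMSO as full viability and medium alone as none.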
Starred values were filed as active, the others as inactive; i = inactive; ? = inconclusive; · = not tested or not shown; [ ] = another dose, or the depositor's remark. Unless noted, the call rests on the fitted dose curve; in most records, active means well fitted curve in the direction sought with a large enough effect; inconclusive means small, poorly fitted or top-dose-only effect, or another doubt; inactive means no such curve, though single readings can be large; an effect the other way counts as inactive or inconclusive.

SMILES	HT1080-NT tox	IL-1B inflam inh	SW480 rerep	MCF10A rerep	WRN inhibitor	ATXN2 expr inh	KB-3-1 tox	KB-V1 MDR tox	HT1080 IDH1KD tx
O=C(O)CC1S/C(=N/N=C/c2ccc([N+](=O)[O-])cc2)N(c2ccc(O)cc2)C1=O (centres undefined)	4.1%	11.3	0.9%	-1.7%	-11.6%	-3.7%[11.3 µM]	9.0%	33.4%	12.4%
COc1ccc(CC2(CO)CCN(C(C)COc3ccccc3)CC2)cc1 (centres undefined)	-26.2%	?	-4.4%	-7.0%	-33.8%	-15.4%[11.3 µM]	-0.4%	7.6%	?
CCCC(NC(=O)C(C)NC(=O)CO/N=C1\C=C2CCC3C4CCC(C(C)=O)[C@@]4(C)CCC3[C@@]2(C)CC1)C(=O)O (some centres undefined)	6.6%	-3.9	2.3%	15.5%	-3.0%	0.3%	8.8%	19.8%	23.1%
O=C(/C=C/c1ccc(S(=O)(=O)N2CCOCC2)cc1)OCC(=O)c1ccc([N+](=O)[O-])cc1	10.7%	26.1	-13.0%	10.9%	-1.9%	4.6%	0.5%	-13.6%	-0.7%
CCCN1C(=O)c2cccc3c(N4CCCCC4)ccc(c23)C1=O	2.6%	75.9	·	3.66µM*	-27.4%	25.8%	-1.7%	?	7.1%
Cc1ccn2c(=O)nc(SCC(=O)NCc3ccc4c(c3)OCO4)nc2c1	-7.3%	7.9	-1.6%	7.1%	?	4.6%	26.2%	?	10.1%
CCN(CC(=O)Nc1ccc(OC)cc1)C(=O)c1ccccc1Sc1ccccc1C#N	-18.6%	2.0	-523.2%[inhibitor]	-1.2%	-7.2%	4.9%	-21.3%	-8.1%	-0.3%
CCNC(=O)Nc1ccc2c(c1)c(=O)n(C)n2CC=C(C)C	13.4%	12.2	·	·	-3.3%	5.7%	-0.6%	-5.9%	11.6%
O=C(NCc1ccccc1F)C1CCN(C(=O)Nc2ccc(F)cc2)CC1	13.8%	6.0	-2.3%	8.6%	-1.3%	-9.2%	4.9%	-25.3%	4.3%
O=c1[nH]nc(SCc2ccccc2)n1C1CC2C=CC1C2 (centres undefined)	0.2%	-11.0	-23.9%	-3.7%	-5.9%	-13.3%	-6.7%	-10.1%	-9.4%

Five entries out of the list above, arranged by the number in IL-1B inflam inh, highest first.
SMILES,IL-1B inflam inh,WRN inhibitor
O=C(/C=C/c1ccc(S(=O)(=O)N2CCOCC2)cc1)OCC(=O)c1ccc([N+](=O)[O-])cc1,26.1,-1.9%
Cc1ccn2c(=O)nc(SCC(=O)NCc3ccc4c(c3)OCO4)nc2c1,7.9,?
O=C(NCc1ccccc1F)C1CCN(C(=O)Nc2ccc(F)cc2)CC1,6.0,-1.3%
CCN(CC(=O)Nc1ccc(OC)cc1)C(=O)c1ccccc1Sc1ccccc1C#N,2.0,-7.2%
CCCC(NC(=O)C(C)NC(=O)CO/N=C1\C=C2CCC3C4CCC(C(C)=O)[C@@]4(C)CCC3[C@@]2(C)CC1)C(=O)O (some centres undefined),-3.9,-3.0%

Of the compounds above, these have a COOH group.
SMILES	HT1080-NT tox	IL-1B inflam inh	SW480 rerep	MCF10A rerep	WRN inhibitor	ATXN2 expr inh	KB-3-1 tox	KB-V1 MDR tox	HT1080 IDH1KD tx
O=C(O)CC1S/C(=N/N=C/c2ccc([N+](=O)[O-])cc2)N(c2ccc(O)cc2)C1=O (centres undefined)	4.1%	11.3	0.9%	-1.7%	-11.6%	-3.7%[11.3 µM]	9.0%	33.4%	12.4%
CCCC(NC(=O)C(C)NC(=O)CO/N=C1\C=C2CCC3C4CCC(C(C)=O)[C@@]4(C)CCC3[C@@]2(C)CC1)C(=O)O (some centres undefined)	6.6%	-3.9	2.3%	15.5%	-3.0%	0.3%	8.8%	19.8%	23.1%

Additional compounds
SMILES	HT1080-NT tox	IL-1B inflam inh	SW480 rerep	MCF10A rerep	WRN inhibitor	ATXN2 expr inh	KB-3-1 tox	KB-V1 MDR tox	HT1080 IDH1KD tx
CCOc1ccc(NC(=O)CN(C)C(=O)c2ccc(OCC3CCCO3)cc2)cc1OCC (centres undefined)	3.9%	9.8	-3.9%	-0.8%	-3.4%	-0.6%	?	?	2.7%
O=C(NC(=S)N1CCOCC1)c1ccc(F)cc1	-1.0%	-6.8	-6.5%	-0.4%	5.6%	-12.4%	-0.3%	-8.4%	-2.2%
O=C(CN1CCN(c2ccccn2)CC1)Nc1ccc(Br)cc1	-22.2%	-17.0	9.2%	?	-28.4%	-24.7%	1.5%	-0.7%	-22.9%
CC1(c2ccccc2)NC(=O)N(CC(=O)NCC2CCCO2)C1=O (centres undefined)	8.4%	14.8	-3.5%	-7.7%	5.0%	-0.2%	20.1%	-0.7%	8.0%
O=C(CC1(CC2=NS(=O)(=O)c3ccccc3N2)CCCC1)NCCc1ccccc1	-9.7%	-12.1	4.1%	-0.8%	-8.2%	-7.6%	8.2%	2.5%	-6.1%
CCCc1ncc(C(O)c2ccc(OC)cc2)n1C (centres undefined)	0.0%	11.7	-5.7%	?	-1.8%	-16.6%	4.1%	-10.4%	8.5%
COc1ccccc1-n1c(SCC(=O)Nc2ccc(Br)cc2)nc(O)cc1=O	-13.5%	21.4	1.5%[9.22 µM]	2.3%	?	-5.5%	-5.2%	7.6%	-18.5%
CC(C)(C)NC(=O)c1nn(Cc2ccccc2)c(=O)c2ccccc12	-1.0%	10.0	-0.4%	10.1%	-0.6%	18.8%	-13.6%	-19.8%	-0.9%
O=C(CSc1nc2sc3c(c2c(=O)n1-c1ccccc1)CCCC3)N/N=C/c1ccccc1C(=O)O	2.9%	-12.2	7.6%	9.7%	-0.2%	0.0%	0.0%	?	2.8%
CCOc1ccc(N(CC(=O)N2CCCCCC2)S(C)(=O)=O)cc1	2.1%	3.4	-12.1%	17.8%	4.3%	·	3.8%	-14.5%	7.6%
CCOC(=O)c1sc(NC(=O)CN2C(=O)NC3(CC(C)CC(C)(C)C3)C2=O)cc1C (centres undefined)	?	-29.6	?	?	-13.8%	-30.6%	?	?	?
c1ccc(CCCN2CCOCC2)cc1	-8.8%	32.3	0.3%	4.6%	19.6%	4.1%	11.9%	?	1.7%
Cc1ccc(CCC(=O)Nc2ccc(N(C)C)cc2)o1	0.3%	-6.1	?	6.0%	1.2%	34.7%[activator]	0.6%	8.3%	-1.3%
COc1ccc(S(=O)(=O)N2CCCC2CNC(=O)C(=O)Nc2ccc(C)cc2)cc1 (centres undefined)	-4.6%	-23.4	-84.1%[inhibitor]	2.1%	-5.5%	-18.9%	-4.6%	-6.2%	2.4%
NS(=O)(=O)c1ccc(CCNC(=O)CSc2ccc(Cl)cc2)cc1	0.4%	0.0	·	0.2%	-20.3%	-15.7%	2.4%	-11.7%	-2.4%
CC(C)(CCl)C(=O)Nc1ccc(C(F)(F)F)cc1	3.1%	-3.4	-10.2%	-32.4%[inhibitor]	1.0%	-18.0%	0.3%	0.1%	10.5%
Cc1noc(COc2ccccc2OCC(N)=O)c1Cl	-0.8%	1.9	-13.1%	1.2%	7.3%	-3.4%	0.7%	5.3%	-3.0%
Cc1cccc(NC(=S)N2CCCCC2)c1	2.1%	i	-1.3%	?	-2.5%	-6.9%	3.8%	-1.8%	10.5%
CCNC(=O)c1ccc(OCC(=O)Nc2ccc(F)cc2)c(OC)c1	6.0%	-5.6	-4.0%	-4.7%	2.5%	-4.8%	8.6%	-28.0%	17.7%
Cc1ccc(C(=O)NCCn2cc(SCC(=O)Nc3cc(C)on3)c3ccccc32)cc1	-0.4%	-0.2	-4.0%	1.5%	-0.6%	28.2%	-10.0%	-11.2%	-1.4%
CC(C)c1cc(-c2cc(C(=O)Nc3ccccc3)on2)nc(NC2CCCC2)n1	10.5%	-18.8	-2.0%	?	-11.9%	-15.2%	-15.2%	-5.4%	-1.4%
COc1cc(Cl)c(C)cc1NC(=O)COC(=O)C1CC1C (centres undefined)	-1.0%	15.2	4.5%	-1.9%	-0.3%	-5.0%	20.2%	?	-2.3%
CCOCC(=O)Nc1ncc(S(=O)(=O)c2ccc([N+](=O)[O-])cc2)s1	8.3%	20.1	-1.3%	-1.2%	-15.9%	-19.5%	2.0%	4.1%	-4.0%
Cn1nccc1-c1coc2c(C(=O)NCc3ccccc3)cccc12	-5.3%	-9.8	·	·	-12.7%	0.6%	-1.2%	?	-13.6%
O=C(CSCc1c(F)cccc1Cl)Nc1ccccc1C(=O)N1CCOCC1	1.1%	-2.8	-10.4%	-14.5%	3.4%	-1.9%	-6.7%	0.0%	2.4%
COC(=O)c1cc(S(=O)(=O)NCC(C)c2ccccc2)cn1C (centres undefined)	-0.1%	21.9	-5.2%	10.0%	5.1%	-10.2%	8.5%	-7.8%	6.5%
O=C(NCC(c1ccco1)N1CCN(c2ccc(F)cc2)CC1)c1cccs1 (centres undefined)	-2.6%	-1.4	?	-7.5%	1.5%	4.5%	1.4%	-5.7%	0.7%
Cn1cnc(S(=O)(=O)NC2CCN(Cc3ccccc3)CC2)c1	5.5%	2.7	-2.5%	-1.3%	0.5%	8.4%	-0.8%	13.3%	16.4%
O=S1(=O)CCN2N=C(C34CC5CC(CC(C5)C3)C4)SC2=N1	-0.6%	7.1	-3.3%	?	7.2%	-11.4%	-12.3%	-16.2%	2.2%
CN1C(=O)N(CC(=O)N2CCN(S(=O)(=O)/C=C/c3ccccc3)CC2)C(=O)C12CCCCC2	-0.2%	-5.4	12.6%	3.9%	9.7%	·	-1.0%	-4.3%	-17.6%
Cn1c(=O)c2c(nc(CN3CCc4ccccc4C3)n2CC(=O)c2ccccc2)n(C)c1=O	?	10.2	-8.8%	-0.7%	-16.9%	-4.9%	-10.5%	9.4%	?
COc1cccc(/C=C2\C(=O)C(=O)c3ccccc32)c1	-22.0%	-10.9	?	?	?	-22.4%	0.8%	?	?
COCCNC(=O)C1(C)CCCN(C(=O)c2cccc3ccccc23)C1 (centres undefined)	12.9%	0.0	·	·	4.1%	6.2%	0.0%	13.5%	-0.2%
